FLuc modulator = qHTS profiling assay for firefly luciferase inhibitor/activator using purifed enzyme and Km concentrations of substrates (counterscreen for miR-21 project); purified FLuc, Km substrates, luminescence inhibition; Potency, µM (highest dose often 57.5 µM), without a hit: top-dose activity change, negative = inhibition, actives largely listed as inhibitors; 6.9% of 360,000 active;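 note: plate controls were vehicle for no effect and reference inhibitor for full effect; nearly all actives have a fitted effect of over 55% in size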
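Biochemical qHTS of compounds, final roughly 60 µM downward over six points, against 10 nM purified firefly luciferase using Km concentrations of substrates (10 uM D-luciferin, 10 uM ATP) in Tris acetate pH 7.5 buffer; luminescence output.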
uPA surface inh = qHTS for Inhibitors of Cell Surface uPA Generation | cell surface uPA generation assay, qHTS | Potency, µM (top dose mostly 38.3 µM), for the others: at the top dose activity change, negative = inhibition, actives largely listed as inhibitors | 0.31% of 330,000 active; active = well fitted inhibition curve with a large enough effect; inconclusive = small, poorly fitted or top-dose-only effect; inactive = no such curve, though single readings can be large or run the other way; tested in mouse RAW 264.7 cells; note: % is set by controls: 0 for no effect and ±100 for the full control effect; nearly all actives have a fitted effect of over 55% in size
MBNL1-CUG inh = qHTS Assay for Inhibitors of MBNL1-poly(CUG) RNA binding; AID 2675, 2010; Potency, µM (series often up to 57.5 µM), without a hit: top-dose activity change, negative = inhibition, actives largely listed as inhibitors; 0.036% of 280,000 active; TR-FRET MBNL1-His/biotin-(CUG)12 binding, 665/545 ratio; active = well fitted inhibition curve with a large enough effect in the signal ratio, with a control signal flat, not every such curve was filed as active; inconclusive = small, poorly fitted or top-dose-only effect, or effect the other way, or a change in a side signal; inactive = no such curve, though single readings can be large or run the other way; the % refers to the signal ratio; note: % is set by controls: 0 for no effect and ±100 for the full control effect
Target sequence (Q9NR56 whole entry, looked up): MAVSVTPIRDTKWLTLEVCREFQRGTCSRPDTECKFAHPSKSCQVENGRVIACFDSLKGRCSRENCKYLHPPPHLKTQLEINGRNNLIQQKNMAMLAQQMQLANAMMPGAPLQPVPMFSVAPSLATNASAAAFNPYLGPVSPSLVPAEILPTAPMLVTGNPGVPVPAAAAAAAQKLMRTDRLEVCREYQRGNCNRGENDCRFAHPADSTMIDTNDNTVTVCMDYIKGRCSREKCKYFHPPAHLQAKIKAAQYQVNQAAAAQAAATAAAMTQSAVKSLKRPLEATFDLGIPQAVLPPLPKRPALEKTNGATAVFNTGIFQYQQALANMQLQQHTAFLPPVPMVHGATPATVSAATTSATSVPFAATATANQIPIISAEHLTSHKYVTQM
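MBNL1-His + Biotin-(CUG)12, cpd titration 92 nM–58 uM; Tb anti-His Ab 0.055 ng/ul, SA-XL665 5 nM (final); 60 min RT; ratiometric 665/545 nm, Ex 340 nm; normalized to buffer and full-complex controls.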
BRCA1 expr up = qHTS Assay to Identify Small Molecule Activators of BRCA1 Expression. Potency, µM (series often up to 46.1 µM), without a hit: at the top dose activation, most hits filed as activators. MCF7-BRCA1-FFLuc reporter, luminescence, 48 h; response scale: scaled: vehicle 0%, 10 µM genistein 100%. 1.1% of 380,000 active; note: nearly all actives have a fitted effect of over 80% in size; some results filed as inactive show a strong effect at the top dose
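Cells: MCF7-BRCA1-FFLuc, 2000/well. Exposure: 48 h, 37 °C, 5% CO2. Read: luminescence, 15 min post-substrate. Controls: genistein 10 microM (maximal activation), DMSO (neutral).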
NPC1 promoter act = qHTS Assay for NPC1 Promoter Activators | Potency, µM (highest dose often 9.22 µM), for inactives: top-dose activation, usual class: activators | 2.4% of 320,000 active | AID 485313, 2010 | Huh7 NPC1 promoter luciferase reporter, 24 h;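 note: % of control where 0% means no effect; nearly all actives have a fitted effect of over 60% in size; reporter is driven by a mutant NPC1 promoter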
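Luminescence read-out of NPC1 promoter-driven luciferase in stably transfected Huh7 cells; compounds delivered in DMSO and left 24 h at 37C, 5% CO2, qHTS titration format.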
Rab9 promoter act = qHTS Assay for Rab9 Promoter Activators; AID 485297, 2010; Huh7 Rab9 promoter-luciferase reporter, luminescence, 24 h; 2.8% of 320,000 active; Potency, µM (titrated, usually from 9.22 µM), for inactives: top-dose activation, negative = inhibition, usual class: activators; note: % of control where 0% means no effect; nearly all actives have a fitted effect of over 60% in size
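Huh7 cells stably carrying Rab9 promoter–luciferase reporter, plated 1500 cells/well, compound added after 2 h and incubated 24 h at 37 °C; luciferase luminescence then read after 10 min with detection reagent.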
ELG1 genotoxic = qHTS screen for small molecules that induce genotoxicity in human embryonic kidney (HEK293T) cells expressing luciferase-tagged ELG1. HEK293T ELG1-luciferase reporter, luminescence, 16 h. Potency, µM (titrated, usually from 46 µM), inactives show top-dose activity change, positive = activation, hits mostly activators. 1.3% of 330,000 active; note: % of control where 0% means no effect; nearly all actives have a fitted effect of over 60% in size
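Genotoxicity was scored as increased ELG1-luciferase reporter signal, measured by ONE-Glo luminescence (30 min, room temperature). Compound or vehicle exposure of the HEK293T reporter cells lasted 16 hr at 37°C.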
RORg inh = qHTS for inhibitors of ROR gamma transcriptional activity; Nuclear receptor ROR-gamma (Mus musculus), P51450; Drosophila S2 Gal4-RORgamma UAS-luciferase reporter, 20 h; Potency, µM (series often up to 53.6 µM), inactives show at the top dose activity change, negative = inhibition, usual class: inhibitors; 5.4% of 310,000 active; AID 2551, 2010; note: % is set by controls: 0 for no effect and ±100 for the full control effect; nearly all actives have a fitted effect of over 60% in size
Target sequence (P51450 whole entry, looked up, the tested form may be a part): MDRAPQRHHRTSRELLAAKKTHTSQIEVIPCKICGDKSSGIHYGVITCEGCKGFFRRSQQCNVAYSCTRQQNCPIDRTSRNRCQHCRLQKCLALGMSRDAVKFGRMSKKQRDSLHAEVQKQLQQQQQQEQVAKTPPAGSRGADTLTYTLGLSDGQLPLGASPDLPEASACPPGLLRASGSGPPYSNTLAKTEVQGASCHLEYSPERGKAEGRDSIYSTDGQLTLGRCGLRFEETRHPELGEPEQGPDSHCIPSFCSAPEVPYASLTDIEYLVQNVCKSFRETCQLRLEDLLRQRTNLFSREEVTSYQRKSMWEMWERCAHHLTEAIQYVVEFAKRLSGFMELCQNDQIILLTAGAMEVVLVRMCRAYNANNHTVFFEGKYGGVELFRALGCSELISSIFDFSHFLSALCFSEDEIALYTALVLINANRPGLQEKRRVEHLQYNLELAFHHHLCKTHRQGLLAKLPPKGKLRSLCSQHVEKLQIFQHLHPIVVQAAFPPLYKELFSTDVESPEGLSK
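Compounds are pin-transferred onto Drosophila Schneider cells expressing a copper-inducible Gal4–ROR gamma transactivation domain fusion. After 1 hr, copper sulfate is added to 700 uM final; luciferase is read 20 hr later.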
p53 reactivation = qHTS assay for re-activators of p53 using a Luc reporter; Potency, µM (titrated, usually from 92.2 µM), inactives show at the top dose activity change, positive = activation, hits mostly activators; H1299 p53-A138V BP100-luciferase reporter, luminescence, 24 h; 0.063% of 320,000 active; note: % of control where 0% means no effect; nearly all actives have a fitted effect of over 45% in size
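p53-null H1299 cells stably carrying temperature-sensitive p53-A138V and a BP100-luciferase reporter were pinned with compounds (4-point, 1:5 series) and held 24 hrs at 37 deg C. Luminescence was read 10 min after detection reagent.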
VP16 counter = VP16 counterscreen qHTS for inhibitors of ROR gamma transcriptional activity | Drosophila S2 Gal4-VP16 UAS-luciferase, luminescence, 20 h | Potency, µM (highest dose often 53.6 µM), without a hit: at the highest dose activity, negative = inhibition, hits mostly inhibitors | 3.5% of 310,000 active;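 note: Gal4-VP16 expression switched on by copper sulfate through the metallothionein promoter; % is set by controls: 0 for no effect and ±100 for the full control effect; nearly all actives have a fitted effect of over 50% in size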
Active calls of the source: *; ? = inconclusive; . = not tested or not shown; [ ] = dose if it differs, or a comment. Unless noted, calls come from the whole dose curve; as a rule, active = well fitted curve in the direction sought with a large enough effect; inconclusive = small, poorly fitted or top-dose-only effect, or another doubt; inactive = no such curve, though single readings can be large; an effect the other way counts as inactive or inconclusive. Potency is the fitted concentration of half-maximal effect.

SMILES	FLuc modulator	uPA surface inh	MBNL1-CUG inh	BRCA1 expr up	NPC1 promoter act	Rab9 promoter act	ELG1 genotoxic	RORg inh	p53 reactivation	VP16 counter
CCOc1cc2c(cc1OCC)-n1cccc1C(c1cccc(F)c1F)NC2 (centres undefined)	0.2%	-8.8%	-0.7%	-58.9%	-0.6%	-1.8%	-0.6%	0.6%	-7.5%	0.8%
Cc1cc(S(=O)(=O)NC(C)C)ccc1OCC(=O)N1CCN(Cc2ccc3c(c2)OCO3)CC1	1.6%	-4.8%	-4.7%	.	-0.4%	-10.7%	-5.4%	-29.0%	0.2%	7.94µM*
CN(C)C(Cc1ccc(C#N)cc1)C(=O)c1ccccc1 (centres undefined)	-17.3%	-8.2%	-10.4%	1.1%	1.3%	0.6%	1.2%	25.9%	12.8%	22.9%
COc1ccc(CNC(C)Cc2cccs2)cc1 (centres undefined)	-1.9%	4.3%	-9.3%	-17.3%	-0.9%	-0.5%	-1.7%	2.2%	4.1%	-2.2%
CCC(=NCc1ccco1)c1c(O)n(-c2ccccc2C)c(=O)[nH]c1=O	-1.4%	-5.5%	-3.1%	-13.7%	-4.0%	-6.4%	0.3%	13.6%	0.2%	0.3%
CC1(C)CN=C(Nc2ccc(F)c(Cl)c2)S1	-9.2%	-6.5%	-15.0%	63.3%	10.2%	16.7%	1.0%	?	-0.8%	-13.4%
COC(=O)C1=C(c2cccc(C#N)c2)C[C@@H]2CC[C@H]1N2C(=O)N1CCC(C)CC1	5.8%	-4.8%	.	-0.2%	1.8%	-4.7%	1.1%	.	-12.3%	.
c1ccc(C2N3CCCN23)cc1 (centres undefined)	-1.3%	-1.2%	-2.6%	-1.2%	-1.0%	-8.2%	-0.2%	-31.1%	1.2%	5.7%
CC12CN3CC(C)(CN(C1)C31CCOCC1)C2=O	3.4%	11.2%	?	21.6%	-6.8%	-1.3%	0.0%	-4.1%	-6.9%	-11.5%
O=C(COC(=O)Cc1ccccc1)Nc1cc(S(=O)(=O)N2CCOCC2)ccc1N1CCCC1	-3.5%	6.3%	.	9.8%	4.9%	1.2%	0.3%	-24.5%	6.9%	-28.8%

Given comma-delimited: part of the list above
SMILES,FLuc modulator,uPA surface inh,MBNL1-CUG inh,BRCA1 expr up,NPC1 promoter act,Rab9 promoter act,ELG1 genotoxic,RORg inh,p53 reactivation,VP16 counter
CCC(=NCc1ccco1)c1c(O)n(-c2ccccc2C)c(=O)[nH]c1=O,-1.4%,-5.5%,-3.1%,-13.7%,-4.0%,-6.4%,0.3%,13.6%,0.2%,0.3%
CC1(C)CN=C(Nc2ccc(F)c(Cl)c2)S1,-9.2%,-6.5%,-15.0%,63.3%,10.2%,16.7%,1.0%,?,-0.8%,-13.4%
COC(=O)C1=C(c2cccc(C#N)c2)C[C@@H]2CC[C@H]1N2C(=O)N1CCC(C)CC1,5.8%,-4.8%,.,-0.2%,1.8%,-4.7%,1.1%,.,-12.3%,.

(cont.)
SMILES	FLuc modulator	uPA surface inh	MBNL1-CUG inh	BRCA1 expr up	NPC1 promoter act	Rab9 promoter act	ELG1 genotoxic	RORg inh	p53 reactivation	VP16 counter
COc1ccc(-c2nnc3sc(C4CCCCC4)nn23)cc1OC	?	-4.0%	-2.7%	-0.4%	1.3%	-6.2%	-7.9%	-17.9%	0.3%	2.0%
c1ccc2c(CNC3CCCCCC3)c[nH]c2c1	7.0%	.	8.4%	-65.3%	-3.1%	6.7%	-1.5%	?	-3.5%	-13.9%
CC(=O)OC(C)(C)/C=C/C(=O)[C@](C)(O)[C@H]1[C@H](O)C[C@@]2(C)[C@@H]3CC=C4[C@H](C[C@H](O)C(=O)C4(C)C)[C@]3(C)C(=O)C[C@]12C	10.4%	-2.5%	-16.0%	.	-33.5%[inhibitor]	-42.0%[inhibitor]	-10.6%	?	-13.1%	?
CCOC(=O)C1CCN(/C=C2/C(=O)NC(=O)N(Cc3ccco3)C2=O)CC1	-0.2%	1.5%	-0.6%	-0.4%	-0.1%	4.6%	-0.8%	-26.0%	18.2%	-3.1%
Fc1ccccc1CNCCc1c[nH]c2ccccc12	5.2%	6.5%	-0.1%	-11.2%	-0.5%	-0.3%	-8.3%	1.5%	-1.9%	0.0%
Cc1cc(=O)[nH]c(CCl)n1	5.0%	-2.2%	2.3%	-5.6%	2.3%	-10.3%	-0.8%	-29.5%	20.2%	21.0%
COC(=O)C1=C(c2cc3ccccc3s2)C[C@@H]2CC[C@H]1N2C	-18.1%	-5.3%	.	21.8%	1.0%	1.5%	2.3%	.	-3.2%	.
CCCCCCCCCOc1ccc2[nH]cc(CCN)c2c1	2.8%	.	3.4%	.	-2.3%	1.2%	.	3.16µM*	.	?
Cn1c(=O)c2c(nc(SCc3ccccc3)n2Cc2ccc(Cl)cc2)n(C)c1=O	0.2%	-3.0%	-1.8%	-74.2%	-3.9%	-2.4%	-4.9%	?	-1.9%	-4.8%
CCCC12CN3CN(C1)CC(CCC)(C3)C2O (centres undefined)	0.7%	1.6%	8.2%	-0.8%	0.1%	-5.2%	-0.2%	8.0%	12.8%	1.2%
C=CCn1c(O)c(C(CC)=NC(C)c2ccccc2)c(=O)[nH]c1=O (centres undefined)	-3.6%	-10.9%	-13.2%	-75.4%	-4.5%	-2.7%	5.2%	-6.6%	-3.0%	1.9%
CC(C)CN1CCN(Cc2ccc(C(F)(F)F)cc2)CC1CCO (centres undefined)	-2.8%	2.0%	-8.1%	0.0%	0.2%	-9.0%	-2.8%	-6.1%	-0.7%	1.3%
O=C(N/N=C/c1c(O)n(C2CC2)c(=S)[nH]c1=O)c1ccccc1Cl	-3.4%	-0.2%	?	0.4%	0.1%	-1.9%	0.6%	?	19.5%	-19.1%
Cn1c(O)c(C=NC2C(=O)C3(C)CCC2C3(C)C)c(=O)n(C)c1=O (centres undefined)	1.4%	-0.3%	?	-18.0%	19.8%	-1.4%	2.9%	-22.0%	-5.5%	-19.2%
CC(=O)OC1N=C(c2ccccc2)c2ccccc2NC1=O (centres undefined)	0.8%	-5.6%	-6.0%	8.4%	-4.8%	-6.7%	0.8%	39.9%	0.3%	-9.5%
CCCCn1c(O)c(C(CC)=NCCCN(C)C)c(=O)[nH]c1=O	6.1%	3.7%	-6.0%	16.3%	-2.8%	-4.3%	3.7%	5.3%	-1.4%	-4.7%
CCCC(=O)NC(Oc1ccc(C(C)=O)cc1)C(Cl)(Cl)Cl (centres undefined)	-1.0%	-0.2%	1.3%	-24.0%	0.3%	-1.6%	-1.4%	0.2%	-2.5%	-8.4%
CCCCn1c(O)c(/C=N/NC(=O)c2ccncc2)c(=O)[nH]c1=O	-9.8%	1.1%	.	0.0%	0.7%	-1.6%	-1.9%	-16.3%	1.6%	-7.2%
Cc1ccc(NC(=O)CN2C(=O)CN=C(c3ccccc3)c3cc(Cl)ccc32)cc1	9.8%	?	7.3%	.	0.5%	-1.9%	-27.4%	-14.2%	-4.4%	-5.3%
Nc1ccc([N+](=O)[O-])cc1	-17.7%	-0.5%	.	-2.0%	11.4%	1.0%	9.8%	11.9%	14.9%	2.1%
COc1ccc(OC)c(N2Cc3ccccc3C2=N)c1	-1.0%	1.1%	-8.7%	-11.2%	0.2%	-3.2%	-1.2%	-2.2%	14.4%	-4.0%
O=C1/C(=C\c2ccncc2)N2CCC1CC2	-0.2%	?	-0.8%	-6.8%	-5.1%	2.1%	-6.0%	4.5%	4.3%	1.3%
Cc1ccccc1-c1nc(C(=O)NCC2CCCO2)cc2c1[nH]c1ccccc12 (centres undefined)	-1.2%	?	8.2%	-70.4%[inhibitor]	-1.8%	1.0%	-14.0%	?	-2.4%	-3.0%
O=C1NC(=S)NC(=O)C12C(c1ccc(F)cc1)NC(=S)NC2c1ccc(F)cc1 (centres undefined)	1.3%	2.0%	-2.9%	-2.2%	-3.4%	0.7%	-0.4%	-30.3%	-2.1%	5.8%
O=C1c2ccccc2C2(c3ccc(Cl)cc3)NCCN12 (centres undefined)	-0.7%	-2.9%	7.6%	-15.0%	1.4%	0.7%	1.7%	7.0%	-5.6%	0.5%
COc1ccc(-n2c(/C=C/c3ccc(O)c(O)c3)nc3ccccc3c2=O)cc1	?	4.5%	?	-72.5%	-6.6%	0.2%	-15.8%	-6.0%	-4.4%	-5.6%
COc1ccc(-c2cc(C(F)(F)F)n3nc(C(=O)N4CCC5(CC4)OCCO5)cc3n2)cc1OC	-1.6%	-2.7%	10.9%	15.0%	.	.	.	-5.4%	.	7.6%
Cc1ccc2cc3cc(C(=O)N4CCC5(CC4)OCCO5)oc3nc2c1	?	4.6%	?	41.2%	23.0%	24.4%	15.9%	0.5%	-1.5%	-0.4%
CCOS(C)(=O)=O	0.3%	9.9%	.	-6.2%	0.1%	0.7%	2.2%	-10.1%	-3.9%	-8.6%
O=C(O)c1cc[c]([Hg][Cl])cc1	6.75µM*	?	.	.	9.3%[46.1 µM]	6.7%[46.1 µM]	-2.1%	.	5.4%	.

Compound activity (PubChem BioAssay)

The list is partial; the hit share may differ from the screen's.
